aSyn UTR inh: 5' untranslated region of α-synuclein, MLPCN primary screen; alpha-synuclein 5'UTR reporter, inhibitor activity; inhibition, % (tested at 7.5 µM); 0.82% of 300,000 active; AID 1813; in the data active = inhibition above about 60%; inconclusive = no clear call, values can overlap the other calls;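 also: H4 neuroglioblastoma cells stably carrying SNCA 5'UTR luciferase fusion; 0% = DMSO wells and 100% = positive control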
SKKanGAS inh: blocks kanamycin growth of S. pyogenes SKKanGAS strain; BacTiter-Glo, 6 h; 1.3% of 300,000 active; inhibition, % at 7.5 µM;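 active = mean replicate score, as percent of positive control median, at least 50; inconclusive = mean below 50 but one replicate at or above 50; inactive = mean and every replicate below 50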;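 also: strain carries kanamycin resistance gene driven by streptokinase promoter and grows in 40 µg/ml kanamycin; loss of luminescence reflects streptokinase promoter inhibition or plain growth inhibition; 0% = median of DMSO wells and 100% = positive control at its reference dose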
HSF1 inhib: HSF1 inhibition; 0.77% of 300,000 active; NIH3T3-HGL HSE-luciferase, MG132-induced, luminescence 8 h; stronger effect = lower value; activity change, negative = inhibition, % at 7.5 µM (by protocol);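 active = more than half of replicate wells show activity change below -50%, luminescence cut by over half; inconclusive = some wells, but at most half, below -50%; inactive = no replicate well below -50%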;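 also: luciferase reports HSF-1 transcriptional activity via heat shock element; 0% = median of DMSO wells and -100% = zero luminescence signal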
HSF-1 act: increases HSF-1 driven luciferase reporter signal | NIH3T3-HGL HSF-1 luciferase reporter, MG132, 8 h; 100% = twice DMSO control signal | activation, % at 9 µM | 1.7% of 300,000 active | AID 504408;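 active = mean replicate activation of at least 50% with a set share of replicates each reaching 50%; inconclusive = only one of those two conditions met; inactive = mean below 50% and too few replicates reaching it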;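 also: 0% = median of the neutral control wells and 100% = twice that signal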
HSP90 inh: HSP90 refolding inhibition in rabbit reticulocyte lysate; 0.91% of 290,000 active; inhibition, % at 5.6 µM; luciferase refolding luminescence, 3 h;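 active = inhibition above the screen-wide mean plus 3 SD, computed separately per campaign, cut at about 16% in these data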;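 also: 0% = DMSO wells and 100% = 60 µM geldanamycin wells; inhibitors lower the luminescence because luciferase stays unfolded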
AI-2 QS mod: Vibrio harveyi AI-2 quorum sensing modulation | 0.4% of 300,000 active | Vibrio harveyi JMH597 AI-2 luminescence/OD600 ratio, 9 h; stronger effect = lower value; strain lacks LuxN and CqsS sensors; 0 = neutral-control median | activity change, % at 7.5 µM; in the data active = activity change below about -75%, passing the limit was not always enough; inconclusive = no clear call, values can overlap the other calls;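 also: luminescence divided by OD600 gain over 9 h not by final OD600 alone; inactives centre near 13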
KLF5 inh: inhibitors of KLF5 expression; inhibition, % at 5 µM; DLD-1 KLF5 promoter-luciferase reporter, luminescence; AID 1700; 0.23% of 290,000 active;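 active = inhibition above a per-plate limit of that plate's mean compound inhibition plus 3 SD, cut at about 60% in these data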;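 also: 0% = DMSO wells and 100% = LY294002 at 200 µM; higher means less KLF5 promoter-driven luciferase light; inactives centre near -14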
Platelet DG rel: modulates dense granule release in human platelets | human platelet-rich plasma, SFLLRN dense granule ATP release, luminescence | inhibition, %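 (compounds screened at 7.5 µM in platelet-rich plasma)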 | 0.22% of 300,000 active | AID 1663;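 active = mean replicate score, as percent of positive control, at or above 50; inconclusive = mean below 50 but at least one replicate at or above 50; inactive = mean and every replicate below 50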
HIF activator: HIF pathway transcriptional activation; U2OS HRE-luciferase reporter, luminescence; normalized: DMSO 0%, desferrioxamine 100%; AID 1910; 0.32% of 300,000 active; activation, % at 7.5 µM (by protocol);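 active = mean activation of at least 10% of the iron chelator positive control signal, with at least half of replicates also reaching 10%; inconclusive = mean and replicate majority disagree about reaching 10%; inactive = mean and most replicates under 10%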
IEC-6 cytotox: counter-screen for KLF5 inhibitors: cytotoxicity in IEC-6 cells; IEC-6 cytotoxicity, luminescence viability; inhibition, % at 5 µM; 0.78% of 290,000 active; in the data active = inhibition above about 22%;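 also: 0% = plate median of test compound wells and 100% = cytotoxic reference compound wells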
Numbers without * were called inactive; ? = inconclusive; nt = no result given.

1: O/N=C(/Cc1ccccn1)c1ccccc1
2: CC(=O)O[C@@H]1[C@@H](OC(C)=O)[C@H](n2ccc3cc([N+](=O)[O-])ccc32)OC[C@@H]1OC(C)=O
3: COc1ccc(OCC(=O)O/N=C(\N)Cc2ccc(Cl)cc2Cl)cc1
4: Cc1nn(C(=O)CCC(=O)NCCc2ccccc2)c2ccccc12
5: O=C(O)C(Cc1ccc(O)cc1)N1C(=O)c2c(Cl)c(Cl)c(Cl)c(Cl)c2C1=O (centres undefined)
6: CCCOC1CCCN(Cc2nc(-c3ccc(C(=O)OC)cc3)no2)C1 (centres undefined)
7: O=C(CSc1nncn1-c1ccccc1)Nc1cc(F)ccc1F
8: CN(C)/C=C(\C(=O)c1ccccc1)c1nnnn1-c1ccc(F)cc1
9: C#CCOCCOCCOCCNc1nc(N2CCOCC2)nc(N2CCN(C(=O)[C@H](CCCCN)n3cc([C@@H](N)CC(C)C)nn3)CC2)n1
10: COc1ccc(/C=N/NC(=O)CNC(=O)c2ccc(S(=O)(=O)N3CCOCC3)cc2)c(OC)c1

compound no.,1,2,3,4,5,6,7,8,9,10
aSyn UTR inh,9,32,33,10,13,-2,-2,2,-1,11
SKKanGAS inh,0,-5,1,-3,-3,-10,6,-6,9,-7
HSF1 inhib,-6,-1,-5,1,-3,3,-5,2,3,-5
HSF-1 act,4,8,26,-9,-10,-7,20,-5,6,0
HSP90 inh,1,3,3,2,nt,0,-4,-4,2,1
AI-2 QS mod,32,7,45,7,23,-2,8,23,14,29
KLF5 inh,-8,-16,-62,0,nt,8,-12,1,-27,-23
Platelet DG rel,-21,1,-1,2,-6,4,-7,-4,-1,-6
HIF activator,-0.2,0.4,0.1,0.5,-0.2,-0.7,-0.5,0.3,-0.4,0.9
IEC-6 cytotox,-6,0,0,9,nt,4,-1,-4,0,-2

11: CCOc1cc(C(c2c(C)[nH][nH]c2=O)c2c(C)[nH][nH]c2=O)cc(Cl)c1O
12: COc1ccc2c(c1)c(=O)cc(C)n2CC(=O)NCc1ccco1
13: CCn1cc(C(=O)N2CCN(Cc3ccc4c(c3)OCO4)CC2)c2cc(OC)c(OC)cc2c1=O
14: CCOC(=O)N1CCN(c2ccc(O)cc2)CC1
15: Fc1cc(F)cc(NC(=S)NCCCN2CCOCC2)c1
16: COc1ccc(Nc2ccc(Cl)nn2)cc1
17: Cc1cc(SCC(=O)NCCN2C(=O)CSC2=O)nc2c(C)cccc12
18: Cc1ccc2nc(SCC(=O)NCc3ccco3)c(C#N)cc2c1
19: CCOc1ccc(NC(=O)CSc2ncn[nH]2)c([N+](=O)[O-])c1
20: COCCN1CCN(C(=O)c2ccc3nc(Cc4ccccc4F)oc3c2)CC1

compound no.,11,12,13,14,15,16,17,18,19,20
aSyn UTR inh,4,-23,22,12,-4,-25,-20,3,-6,1
SKKanGAS inh,2,-5,-6,1,-30,-2,-1,-2,0,-4
HSF1 inhib,5,0,3,-3,-4,-3,-2,-9,-4,2
HSF-1 act,35,-4,-3,-12,4,6,3,-2,-6,-8
HSP90 inh,2,2,-1,-3,3,-1,-4,5,-4,2
AI-2 QS mod,38,5,8,-12,9,9,9,16,14,1
KLF5 inh,-31,-30,-4,-24,10,7,-12,-122,-25,-32
Platelet DG rel,1,1,-2,-6,-6,-1,-3,-6,-11,?
HIF activator,-3.3,0.0,0.0,2.8,-0.3,0.8,-0.2,-2.4,0.0,0.5
IEC-6 cytotox,-2,-3,-6,-2,4,1,8,-4,-2,3

Looked up above.
Reading for no. 19 in aSyn UTR inh: -6
Reading for no. 2 in HSF1 inhib: -1
Reading for no. 12 in HSF1 inhib: 0
Reading for no. 14 in SKKanGAS inh: 1

Six entries picked at random from the list so far, as already listed:
20: COCCN1CCN(C(=O)c2ccc3nc(Cc4ccccc4F)oc3c2)CC1
18: Cc1ccc2nc(SCC(=O)NCc3ccco3)c(C#N)cc2c1
17: Cc1cc(SCC(=O)NCCN2C(=O)CSC2=O)nc2c(C)cccc12
15: Fc1cc(F)cc(NC(=S)NCCCN2CCOCC2)c1
19: CCOc1ccc(NC(=O)CSc2ncn[nH]2)c([N+](=O)[O-])c1
11: CCOc1cc(C(c2c(C)[nH][nH]c2=O)c2c(C)[nH][nH]c2=O)cc(Cl)c1O

compound no.,20,18,17,15,19,11
aSyn UTR inh,1,3,-20,-4,-6,4
SKKanGAS inh,-4,-2,-1,-30,0,2
HSF1 inhib,2,-9,-2,-4,-4,5
HSF-1 act,-8,-2,3,4,-6,35
HSP90 inh,2,5,-4,3,-4,2
AI-2 QS mod,1,16,9,9,14,38
KLF5 inh,-32,-122,-12,10,-25,-31
Platelet DG rel,?,-6,-3,-6,-11,1
HIF activator,0.5,-2.4,-0.2,-0.3,0.0,-3.3
IEC-6 cytotox,3,-4,8,4,-2,-2

(continued)
21: CCN(CC)c1ccc(/C=C2\SC(=O)N(C(C)C)C2=O)o1
22: CN(CC(=O)Nc1cccc(F)c1)C(=O)CSc1ccc(Br)cc1
23: Cc1ccc(F)cc1NC(=O)CSc1ncccn1
24: Cc1cc(C)c(C(=O)/C=C/C=C/c2ccccc2)c(=O)[nH]1

compound no.,21,22,23,24
aSyn UTR inh,-103,2,3,-53
SKKanGAS inh,-4,-7,-3,28
HSF1 inhib,247,4,1,14
HSF-1 act,295*,4,13,8
HSP90 inh,4,nt,-1,-5
AI-2 QS mod,-12,32,20,-29
KLF5 inh,-13,nt,5,-22
Platelet DG rel,1,1,-9,2
HIF activator,-5.4,-0.1,-0.7,0.3
IEC-6 cytotox,4,nt,-6,-6
